PKA-R2B activ: activates the human PKA-R2B holoenzyme complex; P22694+P31323; 340,000 compounds, 0.079% hits; PKA-R2B holoenzyme dissociation, Cy5-IP20 fluorescence polarization; R2B truncated from residue 108, S112A mutant; 0% DMSO only, 100% 113 µM cGMP; activation, % at 11.4 µM;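 active = activation above a cutoff set at the mean over all compounds plus 3 SD, cut at about 18% in these data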;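 also: higher means more holoenzyme dissociation and a rise in polarization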
Arrestin-AP2 inh: inhibitors of human beta-arrestin and AP2 interaction. FITC-arrestin peptide / GST-AP2 beads, flow cytometry; AP2 beta2 appendage carries R879A mutation. inhibition, % at 10 µM. 340,000 compounds, 0.31% hits. AID 504490;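 active = inhibition above a set limit, near 3 SD of compounds lacking own fluorescence, cut at about 54% in these data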;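 also: plate controls were DMSO wells for no effect and 5 µM unlabelled arrestin peptide for full effect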
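System: GST-AP2 R879A glutathione beads | Also added: FITC-arrestin peptide, 50 nM | Times: 12 min plus 1 h, RT | Signal: Bead flow cytometry, FITC channel | Buffer or medium: PBS with 0.05% Tween 20 and 0.1% BSA | Read-out basis: Percent drop in bead-associated FITC signal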
Keap1 Nrf2 FP: Keap1-Nrf2 (human) interaction inhibition; Q14145; Keap1 Kelch-Nrf2 peptide fluorescence polarization, 1536-well; inhibition, % at 9.4 µM; 340,000 compounds, 0.15% hits; AID 504523; in the data active = inhibition above about 12%;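 also: human Keap1 Kelch domain with fluorescein labeled Nrf2 9mer peptide probe; 0% = neutral control wells and 100% = peptide positive control; higher means more block of Keap1 binding to Nrf2 peptide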
SR-BI HDL uptake: mouse SR-BI HDL lipid transfer inhibition; 320,000 compounds, 0.96% hits; ldlA[mSR-BI] CHO cells, DiI-HDL uptake fluorescence, 3 h; AID 488896; inhibition, % at 12.5 µM;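 active = mean replicate inhibition of at least 70% and a set share of replicates each scoring 70 or more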;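 also: 0% = median of neutral control wells and 100% = median of positive control wells; values of inactives mirror those of a sister screen read the other way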
NSD2 inh: inhibitors of human histone methyltransferase NSD2 | NSD2 peptide methylation, AlphaScreen, 120 min | inhibition, % at 12.5 µM | 310,000 compounds, 0.54% hits | AID 743445; in the data active = inhibition above about 50%
Target sequence (O96028 whole entry, looked up): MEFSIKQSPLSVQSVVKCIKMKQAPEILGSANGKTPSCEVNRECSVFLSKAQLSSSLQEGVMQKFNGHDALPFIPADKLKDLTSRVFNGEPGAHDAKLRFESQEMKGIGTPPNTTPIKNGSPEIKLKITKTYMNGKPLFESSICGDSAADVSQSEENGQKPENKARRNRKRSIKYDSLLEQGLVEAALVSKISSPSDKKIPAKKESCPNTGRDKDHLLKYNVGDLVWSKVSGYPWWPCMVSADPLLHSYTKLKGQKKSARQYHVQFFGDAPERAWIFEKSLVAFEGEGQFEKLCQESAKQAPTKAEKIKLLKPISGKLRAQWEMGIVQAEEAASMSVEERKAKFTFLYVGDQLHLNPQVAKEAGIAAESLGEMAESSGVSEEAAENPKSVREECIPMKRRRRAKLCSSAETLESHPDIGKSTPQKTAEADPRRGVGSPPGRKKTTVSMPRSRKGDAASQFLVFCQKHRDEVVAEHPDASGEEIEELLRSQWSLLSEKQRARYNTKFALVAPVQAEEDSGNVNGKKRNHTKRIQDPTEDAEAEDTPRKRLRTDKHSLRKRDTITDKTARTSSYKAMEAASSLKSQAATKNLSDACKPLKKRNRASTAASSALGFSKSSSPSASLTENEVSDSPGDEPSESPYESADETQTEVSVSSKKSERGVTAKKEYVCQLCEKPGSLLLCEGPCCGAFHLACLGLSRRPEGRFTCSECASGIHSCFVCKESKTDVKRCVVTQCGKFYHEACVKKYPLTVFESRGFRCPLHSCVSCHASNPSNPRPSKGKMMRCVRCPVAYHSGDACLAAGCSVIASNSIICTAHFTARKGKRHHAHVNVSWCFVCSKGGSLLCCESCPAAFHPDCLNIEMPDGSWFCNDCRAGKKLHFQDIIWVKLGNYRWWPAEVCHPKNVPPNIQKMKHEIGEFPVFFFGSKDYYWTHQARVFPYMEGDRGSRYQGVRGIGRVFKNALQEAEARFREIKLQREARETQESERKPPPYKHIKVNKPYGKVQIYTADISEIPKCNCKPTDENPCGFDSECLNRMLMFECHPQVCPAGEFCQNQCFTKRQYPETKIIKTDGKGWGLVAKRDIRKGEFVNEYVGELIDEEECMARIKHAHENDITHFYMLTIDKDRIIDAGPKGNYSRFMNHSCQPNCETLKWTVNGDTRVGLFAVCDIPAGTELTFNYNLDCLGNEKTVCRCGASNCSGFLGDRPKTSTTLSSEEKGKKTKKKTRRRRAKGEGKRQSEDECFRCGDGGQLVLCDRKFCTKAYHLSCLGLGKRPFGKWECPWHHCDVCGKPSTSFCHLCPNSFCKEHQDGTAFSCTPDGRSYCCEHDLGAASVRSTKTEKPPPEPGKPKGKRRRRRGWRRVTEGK
SR-BI DiI-HDL act: SR-BI HDL lipid transfer activation; CHO ldlA[mSR-BI] cells, DiI-HDL uptake fluorescence, 3 h; 100 = double the neutral-control signal; activation, % at 12.5 µM; 320,000 compounds, 0.096% hits;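 active = mean replicate activation of at least 60% and every replicate at or above 60%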;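 also: 0% = median plate neutral-control signal and 100% = twice that signal; values of inactives mirror those of a sister screen read the other way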
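Material – SR-BI-overexpressing, LDLR-lacking CHO cells · Medium – BSA-supplemented, HEPES-buffered Ham's F12, pH 7.4 · Doses – single concentration · Times – compound with DiI-HDL co-incubation, 3 h at 37 °C · Measured by – bottom-read fluorescence, 550/595 nm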
C-LANA FP: KSHV C-LANA DNA binding inhibition | MBP-C-LANA/FAM-LBS DNA binding, fluorescence polarization | inhibition, % at 9 µM | 340,000 compounds, 0.078% hits | AID 504423;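 active = highest replicate inhibition at or above 60% at 9 µM, even if other replicates fall short; inactive = all replicates below 60% inhibition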;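 also: 0% = neutral control wells and 100% = 4 µM acridine orange control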
DAGLB inhibitor: blocks human DAGLB lipase activity; Q8NCG7; HEK293T DAGLB membrane lysate, EnzChek fluorogenic substrate; inhibition, % at 5.17 µM; 340,000 compounds, 0.059% hits; in the data active = inhibition above about 34%;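 also: 0% = enzyme with vehicle and 100% = wells lacking enzyme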
Cardiac RTF inh: cardiac RTF calcium desensitization. inhibition, % at 7.15 µM. AID 493244. 340,000 compounds, 0.12% hits. IANBD-labeled cardiac RTF, Ca2+ fluorescence. P19429+P45379;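 active = inhibition above the mean inhibition of all tested compounds plus 3 SD, cut at about 17% in these data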;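 also: assay run at fixed EC70 calcium of 1.6 mM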
PvdQ inh: blocks Pseudomonas aeruginosa PvdQ acylase activity | purified PvdQ acylase, fluorescence plate reader | 340,000 compounds, 0.063% hits | inhibition, % at 10 µM | AID 488965; in the data active = inhibition above about 30%, passing the limit was not always enough;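 also: 0% = vehicle neutral wells and 100% = reference inhibitor wells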
Starred values were filed as active, the others as inactive; . = no result given.

Results follow in this order: PKA-R2B activ	Arrestin-AP2 inh	Keap1 Nrf2 FP	SR-BI HDL uptake	NSD2 inh	SR-BI DiI-HDL act	C-LANA FP	DAGLB inhibitor	Cardiac RTF inh	PvdQ inh
1. C=CCOc1ccc(/C=N/n2nnnc2N)cc1OC
 : -10.6	29.4	-3.9	1.0	-0.9	-1.0	1.2	-1.7	-3.5	21.4
2. CC(C)Cc1nc(SCC(=O)N2CC(C)OC(C)C2)c2c(=O)n(C)c(=O)n(C)c2n1 (stereo not drawn)
 : 5.0	25.7	-8.9	0.2	-3.4	-0.2	-1.8	1.7	-6.4	2.1
3. CCN(CC)C(=O)Oc1ccc2ccccc2c1Cl
 : 0.9	9.3	4.2	-0.3	-1.8	0.3	0.9	-3.5	1.1	5.9
4. COc1ccc(C2COc3cc(O)ccc3C2)c(OC)c1O (stereo not drawn)
 : -1.5	36.0	2.8	7.9	.	-7.9	-3.3	-1.6	4.0	1.8
5. Cc1ccc(CSc2nnc(Nc3ccc(C)cc3)s2)cc1
 : -1.8	10.4	-2.3	-44.7	126.6*	44.7	-2.2	-8.0	-9.2	-11.5
6. CC(C)(C)N(Cc1ccccc1)C(=O)COC(=O)CCc1c[nH]c2ccccc12
 : -12.8	16.8	-5.5	24.8	0.7	-24.8	-0.9	3.7	11.8	-3.8
7. COc1ccccc1CCC(=O)NCCCn1ccc2ccccc21
 : 2.7	18.9	3.8	.	-1.4	.	-1.5	0.3	-19.0	-7.0
8. COc1ccc(NC(=O)C2CCN(S(=O)(=O)c3c(C)noc3/C=C/N(C)C)CC2)cc1
 : 1.4	18.0	-6.5	-0.1	-2.2	0.1	0.0	0.1	-6.9	-9.9
9. COc1ccc(C2CC(c3ccc(F)cc3)n3nc(NS(C)(=O)=O)nc3N2)cc1 (stereo not drawn)
 : 1.2	13.0	-3.9	.	-2.4	.	0.0	2.9	1.6	1.6
10. Cc1occc(=O)c1OCc1ccc(F)cc1
 : 4.4	-6.5	0.2	-5.5	2.2	5.5	0.1	-1.2	-8.2	-12.6
11. Cc1cc(C)c2c(c1)[C@@H]1C=CC[C@@H]1[C@H](c1ccc(S(=O)(=O)N3CCOCC3)cc1)N2
 : -9.2	10.7	-5.0	9.4	.	-9.4	-4.4	3.4	-7.2	-1.5
12. CCOc1ccc(C(=O)Nc2ccc(S(=O)(=O)N3CCN(C)CC3)cc2)cc1
 : -1.2	15.5	-0.5	31.2	-1.9	-31.2	10.1	0.1	-1.1	8.8
13. CC1(C)S[C@@H]2[C@H](NC(=O)COc3ccccc3)C(=O)N2C1C(=O)OCC1CCCCC1 (stereo partly drawn)
 : -7.0	3.3	-3.5	-13.2	.	13.2	-1.4	-7.8	-1.6	-9.6
14. Cn1c(=O)c([N+](=O)[O-])c(Oc2ccccc2)c2ccccc21
 : 0.0	54.9*	-2.2	0.5	42.7	-0.5	-7.0	2.6	1.1	6.4
15. CCCCN1CCc2c1nc1ccc(Br)cc1c2N
 : -15.6	31.2	-1.0	7.7	-4.8	-7.7	-7.1	-0.2	-4.1	1.6
16. c1ccc([C@H]2CNCCN2CCc2cccc3ccccc23)cc1
 : 2.5	14.5	5.6	-16.6	.	16.6	-2.3	-2.3	-4.3	-2.2
17. O=C1c2cc(S(=O)(=O)NCCCO)ccc2-c2ccc(S(=O)(=O)NCCCO)cc21
 : 0.3	-1.7	-0.3	0.3	0.8	-0.3	-0.4	-0.2	-2.1	-6.4
18. COc1ccc(NC(=O)CSc2nnc(NC(=O)C3CCC3)s2)cc1
 : 4.1	2.7	-0.8	.	1.8	.	0.5	-1.1	-2.6	3.1
19. CC(=O)Nc1ccc(SCC(=O)N(CCC#N)c2cc(C)cc(C)c2)cc1
 : -6.0	2.7	0.5	12.5	.	-12.5	-0.8	-0.6	-0.8	2.5
20. O=C(NC1CCN(Cc2nnnn2CCc2ccccc2)CC1)c1ccccc1F
 : -4.0	-1.3	0.9	20.2	-10.6	-20.2	2.1	-0.1	2.2	-1.9
21. Cc1ccc(CNC(=O)C2(NC(=O)Nc3ccc(C)cc3)CCCCC2)cc1
 : -8.8	26.1	0.4	-22.2	-1.9	22.2	1.3	2.7	-5.7	-0.4
22. COc1ccc2c(c1)cc(C(=O)O)n2C
 : -9.6	17.2	-3.5	-42.2	0.4	42.2	-0.8	0.8	-4.4	1.7
23. O=C(CN(C1CCCCC1)S(=O)(=O)c1ccc(Br)cc1)NCc1cccnc1
 : -10.9	-7.2	-3.8	-16.5	-0.4	16.5	0.1	-0.3	-7.3	-12.9
24. NNC(=O)c1ccc(Cn2cc(Br)cn2)cc1
 : 6.2	-20.1	-5.6	5.7	-1.6	-5.7	-1.1	-6.3	7.7	-12.4
25. CS(=O)(=O)N(CC(=O)N1CCC(C(N)=O)CC1)c1ccc(Oc2ccccc2)cc1
 : 1.0	-13.5	-6.1	-11.2	-1.1	11.2	0.7	-4.2	-1.3	-14.6
26. CCOc1ccc(C(=O)N[C@H](C(=O)O)C(C)C)cc1
 : -1.4	33.4	0.3	-5.8	-4.8	5.8	-0.5	0.5	-9.8	2.0
27. COc1cccc(C(=O)C2CCCN(C/C=C/c3ccccc3OC)C2)c1 (stereo not drawn)
 : -6.8	-5.7	-4.3	4.0	2.2	-4.0	1.0	-3.6	-5.7	-7.4
28. CC(C)S(=O)(=O)C/C(N)=N/OS(=O)(=O)c1ccc(Cl)cc1
 : 8.4	36.9	-3.3	-1.5	13.2	1.5	-0.5	-1.0	5.6	4.7
29. Cc1ccc(N2NC(=O)/C(=C/c3ccc(-c4ccc(Cl)c(C(=O)O)c4)o3)C2=O)cc1
 : -11.5	3.8	-0.1	0.4	19.6	-0.4	1.1	3.0	-18.9	6.7
30. Cc1cccc(/N=C/c2c(C)[nH]n(-c3ccccc3)c2=O)n1
 : -14.1	4.2	-5.9	.	0.7	.	-0.2	1.8	-6.8	-5.1
31. O=C(CN1C(=O)NC2(CCCC2)C1=O)Nc1ccc(Cl)cc1C(F)(F)F
 : -7.7	-6.5	-1.9	12.2	8.2	-12.2	-0.8	0.8	2.9	-7.3
32. Cc1ccc(C(=O)N2[C@@H]3CN(C)C(=O)[C@@]2(Cc2ccccc2)[C@H]2C(=O)N(Cc4ccccc4)C(=O)[C@@H]32)cc1
 : -9.4	-9.5	-1.1	-6.9	.	6.9	-0.5	-2.1	0.2	-4.9
33. Cc1cc(=O)n2c3ccccc3n(C)c2n1
 : 4.9	0.8	2.1	-10.7	-0.9	10.7	-4.2	-1.1	-0.7	-8.9
34. COc1ccc(Nc2nc(CC(C)=O)ns2)cc1OC
 : -7.6	21.5	-0.9	-8.8	-0.4	8.8	1.6	-1.4	-2.4	11.2
35. O=C1CCC[C@@H]2CC(N3CCCCC3)C[C@@H]3CCN1[C@H]23 (stereo partly drawn)
 : 0.1	1.1	-2.4	-9.7	.	9.7	-0.3	-0.2	-4.6	-15.0
36. CCCOC1CCCN(C(=O)CCc2nnc(CCCCc3ccccc3)o2)C1 (stereo not drawn)
 : -0.6	14.9	-0.7	4.2	-6.4	-4.2	-0.9	-3.2	-11.1	-3.0
37. CCOC(=O)N1CCN(C(=O)COc2cccc3c2CCN(Cc2ccccc2C)C3=O)CC1
 : -7.9	0.0	-5.3	-16.5	-2.5	16.5	-0.6	-0.9	-11.0	-5.1
38. CC(C)(C)c1ccc(CN2N=C(/C=C/c3ccccc3)CCC2=O)cc1
 : 3.4	-0.6	-0.8	-1.2	-14.1	1.2	0.5	-10.8	-6.9	2.4
39. COc1ccc(C2Nc3ccccc3C(=O)N2c2ccc(C)cc2)cc1Cn1nnc2ccccc21 (stereo not drawn)
 : -16.5	-30.5	-2.6	7.8	-0.8	-7.8	-1.7	-5.2	-4.5	0.8
40. CCN(CC)S(=O)(=O)c1ccc(C(=O)N2CCc3ccccc32)cc1
 : -1.2	-11.8	-0.4	38.5	-2.8	-38.5	-0.3	-0.2	-14.6	-10.5
41. COc1cc(/C=C(\C#N)c2ccccn2)ccc1OCC(=O)Nc1ccc(Br)cc1
 : -1.0	0.3	1.1	-16.3	-3.9	16.3	0.9	-1.3	3.8	-13.2
42. CC(C)Cn1cc(C(=O)NCc2cccs2)c2c3ccccc3n(C)c2c1=O
 : -10.7	10.4	-4.3	-19.1	3.0	19.1	2.0	-0.7	0.0	6.3
43. COc1ccc(C(=O)O)c(O)c1
 : 9.0	3.4	0.4	-22.4	.	22.4	-0.8	0.9	2.1	-16.0
44. Cc1cccc(NC(=O)C[n+]2cccc(C)c2)c1
 : 6.6	3.0	-1.7	-26.2	-0.6	26.2	7.4	0.9	5.1	-10.0
45. CN1CCN(C(=O)C2CC(c3c(F)cccc3Cl)=NO2)CC1 (stereo not drawn)
 : 6.5	2.3	1.2	-11.5	-3.0	11.5	-1.6	-0.6	-1.4	1.1
46. CC1CCc2c(nc3sc4c(c3c2N)CCCC4)C1 (stereo not drawn)
 : 2.6	3.2	-3.1	55.4	.	-55.4	-1.7	-0.8	-1.4	-13.5
47. CCN(C(=O)CSc1cc(C)c2cccc(C)c2n1)C1CCS(=O)(=O)C1 (stereo not drawn)
 : 1.6	1.8	1.1	29.8	4.6	-29.8	0.8	2.2	-4.4	-8.6
48. Cc1ccc(F)cc1NC(=O)N1CCNC(=O)C1CC(=O)Nc1cc(Cl)ccc1Cl (stereo not drawn)
 : 7.6	0.1	-1.1	-10.6	-1.4	10.6	-0.7	0.4	-4.3	-12.4
49. CC(=O)c1ccc(Oc2cc(-c3ccccc3)nc(-c3ccccc3)n2)cc1
 : 5.9	22.4	0.1	3.9	-3.7	-3.9	-2.5	-1.8	2.1	-2.4
50. CCOC(=O)C1=C(O)C(=O)N(c2ccc(S(N)(=O)=O)cc2)C1c1ccccc1 (stereo not drawn)
 : 1.1	7.9	-0.7	-6.5	0.1	6.5	-3.7	0.2	-3.7	-13.6
51. COC(=O)c1cc2n3ccccc3c(C)c(-c3ccccc3)c-2c1C(=O)OC
 : -1.8	33.4	-1.9	23.0	41.2	-23.0	8.0	9.8	-15.6	4.5
52. CC(=O)N1CCc2cc(Br)cc(S(=O)(=O)CCC(=O)Nc3c(C)n(C)n(-c4ccccc4)c3=O)c21
 : 8.1	-2.2	-0.8	-21.9	-2.7	21.9	-0.7	-1.9	-1.8	-14.9

In the list so far, two contain a tert-butyl group.
Results follow in this order: PKA-R2B activ	Arrestin-AP2 inh	Keap1 Nrf2 FP	SR-BI HDL uptake	NSD2 inh	SR-BI DiI-HDL act	C-LANA FP	DAGLB inhibitor	Cardiac RTF inh	PvdQ inh
6. CC(C)(C)N(Cc1ccccc1)C(=O)COC(=O)CCc1c[nH]c2ccccc12
 : -12.8	16.8	-5.5	24.8	0.7	-24.8	-0.9	3.7	11.8	-3.8
38. CC(C)(C)c1ccc(CN2N=C(/C=C/c3ccccc3)CCC2=O)cc1
 : 3.4	-0.6	-0.8	-1.2	-14.1	1.2	0.5	-10.8	-6.9	2.4

No enrichment for hits. Share with any hit: about 2.1%.
